CHT block: human CHT choline transport inhibition; 310,000 compounds, 0.86% hits; Q9GZV3; B-score at 10 µM; CHT-expressing cells, membrane potential dye, choline response; active compounds read low;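 active = B-score over 3 SD under the library average, and starting fluorescence ratio not unusually high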;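 note: choline stimulus applied at its EC90 after an EC20 pre-addition; B-score computed on integrated fluorescence ratio after choline addition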
KCNQ2 inh: KCNQ2 channel blockers in CHO-K1 cells – cell-based, FluxOR thallium flux, B-score, primary screen (AID 2156). O88943. 20 min; active compounds read low. B-score at 10 µM. 310,000 compounds, 1.1% hits;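 active = fluorescence ratio B-score at most minus 3 library SDs, with starting brightness B-score within 2 library SDs, cut at about -5.5 in these data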
Target sequence (O88943 whole entry, looked up): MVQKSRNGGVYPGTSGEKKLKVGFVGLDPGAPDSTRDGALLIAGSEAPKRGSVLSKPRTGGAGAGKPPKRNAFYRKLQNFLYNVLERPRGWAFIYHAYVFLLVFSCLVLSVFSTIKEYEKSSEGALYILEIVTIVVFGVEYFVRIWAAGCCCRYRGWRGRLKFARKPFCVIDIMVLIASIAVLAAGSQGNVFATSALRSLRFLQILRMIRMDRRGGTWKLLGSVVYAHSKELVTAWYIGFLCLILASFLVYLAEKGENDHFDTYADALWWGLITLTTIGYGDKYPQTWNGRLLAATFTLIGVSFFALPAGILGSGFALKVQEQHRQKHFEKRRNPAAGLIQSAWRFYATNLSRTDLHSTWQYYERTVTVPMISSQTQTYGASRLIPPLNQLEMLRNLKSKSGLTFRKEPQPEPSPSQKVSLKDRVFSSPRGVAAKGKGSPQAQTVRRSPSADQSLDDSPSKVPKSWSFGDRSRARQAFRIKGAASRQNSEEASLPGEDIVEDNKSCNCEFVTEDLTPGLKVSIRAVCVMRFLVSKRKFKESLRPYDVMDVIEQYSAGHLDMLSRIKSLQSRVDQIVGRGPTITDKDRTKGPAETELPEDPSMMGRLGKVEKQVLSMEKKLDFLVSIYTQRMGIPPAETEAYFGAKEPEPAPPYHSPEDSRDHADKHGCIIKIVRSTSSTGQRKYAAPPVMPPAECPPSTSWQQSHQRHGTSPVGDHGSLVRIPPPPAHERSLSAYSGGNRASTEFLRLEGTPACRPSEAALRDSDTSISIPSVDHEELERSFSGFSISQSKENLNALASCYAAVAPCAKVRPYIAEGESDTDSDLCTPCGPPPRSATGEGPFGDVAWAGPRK
Active calls of the source: *; i = inactive; x = no result given. Rows are unselected; any-hit rate near 1.9%.

Sequence of screens – CHT block	KCNQ2 inh
> COc1cc(/C(C)=N/NC(=S)NC(C)C)cc(OC)c1OC
  i	i
> O=C(COC(=O)CNC(=O)c1ccc(Cl)cc1Cl)NC(=O)NCc1ccccc1
  i	i
> CCCn1c(=O)n(CC(=O)NCC2CCCO2)c(=O)c2c3c(sc21)COC(C)(C)C3 (stereo unspecified)
  i	i
> O=C(NCc1ccccc1)N1CCn2c(nc3ccccc32)C1
  i	i
> COc1cccc(CNC(=O)CCC(=O)N2CCSc3ccccc32)c1OC
  i	i
> COc1ccc(C(=O)Nc2ncc3c(n2)-c2ccccc2CC3)cc1
  i	i
> COc1ccc(C(=O)NCc2c(CC(C)C)oc(C)c2C(=O)O)cc1
  i	i
> CN(C)S(=O)(=O)N(CC(=O)N1CCN(Cc2ccccc2)CC1)c1ccccc1
  i	i
> COc1cccc2cc(C(C)=O)c(=O)oc12
  i	i
> C=CCN1C(=O)C(CCCC)NC1=S (stereo unspecified)
  i	i
> CCOc1ccc(CCNC(=O)Cn2ccc3ccccc3c2=O)cc1OCC
  i	i
> CCOc1ccc(C(=O)Nc2cc(S(=O)(=O)Nc3ccccc3Cl)ccc2N2CCOCC2)cc1
  i	i
> CCS(=O)(=O)c1ccc2oc(SCC(=O)NCc3ccccc3)nc2c1
  i	i
> CNc1nc(SC)nc(N(C#N)CC(=O)OC)n1
  i	i
> N#C/C(=C\c1cn(CC(=O)N2CCCCC2)c2ccccc12)C(=O)NCc1ccc2c(c1)OCO2
  i	i
> N#CCCN(Cc1ccncc1)C(=S)NC1CC2C=CC1C2 (stereo unspecified)
  i	i
> O=C(Nc1ccccc1C(=O)NCc1ccccc1)c1ccccc1Br
  i	i
> CCOC(=O)c1nc(C)sc1-c1ccnn1S(=O)(=O)c1cccc(Cl)c1
  i	i
> C=C(C)CN1CCN(c2c(CCC#N)c(C)c(C#N)c3nc4ccccc4n23)CC1
  i	i
> Cc1ccc2c(c1)c1c(n2CC2COC(C)(C)O2)C(=O)CCC1 (stereo unspecified)
  i	i
> CCN(CC)CCNC(=O)c1ccc2c(c1NCCO)C(=O)c1ccccc1C2=O
  i	i
> CCCCCSc1nc2c(c(=O)[nH]c(=O)n2C)n1C
  i	i
> Cc1ccc(C(=O)NNC(=O)c2cc(OCC(F)(F)F)ccc2OCC(F)(F)F)cc1
  i	i
> O=C(c1ccccc1)c1nn(-c2ccccc2)c(=O)cc1C(F)(F)F
  i	i
> CC(=O)/C(C#N)=C1\NC(=O)C(Cc2cc(Cl)ccc2Cl)S1 (stereo unspecified)
  i	i
> N/C(=N\OC(=O)c1ccc(F)cc1)c1nonc1N
  i	i
> CCOC(=O)c1sc(NC(=O)COC(=O)CNC(=O)C2CCCCC2)c(C(=O)OCC)c1C
  i	i
> COc1ccc(-n2c(=S)[nH]c3cc(C(=O)NCCCN4CCCC4=O)ccc3c2=O)cc1
  i	i
> Cn1cccc1C(=O)C(=O)Nc1ccccc1
  i	i
> CCCCNC(=O)[C@@H]1CSC2c3ccc(OC)c(OC)c3C(=O)N21 (stereo partly specified)
  i	i

Quoted at random: 4 entries already listed
Sequence of screens – CHT block	KCNQ2 inh
> COc1ccc(C(=O)NCc2c(CC(C)C)oc(C)c2C(=O)O)cc1
  i	i
> N/C(=N\OC(=O)c1ccc(F)cc1)c1nonc1N
  i	i
> O=C(Nc1ccccc1C(=O)NCc1ccccc1)c1ccccc1Br
  i	i
> CCN(CC)CCNC(=O)c1ccc2c(c1NCCO)C(=O)c1ccccc1C2=O
  i	i

Next part
Sequence of screens – CHT block	KCNQ2 inh
> Cc1onc(-c2c(F)cccc2Cl)c1C(=O)N1CCSCC1
  i	i
> COc1cc(-c2nc3ccccc3nc2-c2ccc(O)c(OC)c2)ccc1O
  i	i
> N#C/C(=C/c1cc[nH]c1)C(N)=S
  i	i
> CCOc1cc(/C=C2/SC(=Nc3ccccc3)N(Cc3cccnc3)C2=O)ccc1OCC#N
  i	i
> O=C(NC(c1ccc(Cl)cc1)c1cc(Cl)c2cccnc2c1O)c1cccnc1 (stereo unspecified)
  i	i
> CCOC(=O)Cn1nnc(-c2ccc(OCC(C)C)cc2)n1
  i	i
> CCCCC(=O)NC(c1ccc(Cl)cc1Cl)c1ccc2cccnc2c1O (stereo unspecified)
  i	i
> CC(C)(C)c1ccc(C(=O)NNc2ncccc2-n2cccc2)cc1
  i	i
> O=C(NCCC1CCCC1)c1cccs1
  i	i
> O=C1CC(c2ccc(S(=O)(=O)NCc3ccccc3)cc2)CN1 (stereo unspecified)
  i	i
> COc1cc(C)nc(OCCNC(=O)COc2ccc(Cl)cc2Cl)n1
  i	i
> CSCC[C@H](NC(=O)c1nn(C)c(=O)c2ccccc12)c1nc2ccccc2[nH]1
  i	i
> O=C(NCCc1ccccc1)c1ccccc1NC(=O)C1CC=CCC1C(=O)O (stereo unspecified)
  i	i
> Cc1oc(/N=C/c2ccc(Cl)cc2Cl)c(C#N)c1C
  x	i
> CC(C)(C)OC(=O)CC12CCCCC1NC(=O)O2 (stereo unspecified)
  i	i
> Cc1ccc(-c2nnc(SCC(=O)N3CCCC3)o2)cc1C
  i	i
> CC(=O)c1cc(F)c(N2CCN(c3ccc([N+](=O)[O-])cc3F)CC2)cc1C
  i	i
> Cc1ccc(-c2cc(C(F)(F)F)c(C#N)c(SCC(=O)O)n2)cc1
  i	i
> Cc1[nH]c2ccccc2c1/C=N/NC(=O)CNC(=O)c1ccco1
  i	i
> CCNC(=S)NNC(=O)c1ccc(OC)cc1
  i	i
> Cc1ccccc1CS(=O)(=O)Cc1ccc(C(=O)NCCCN2CC(C)CC(C)C2)o1 (stereo unspecified)
  i	i
> Cc1ccc(NC(=O)Cn2c(CCC(=O)O)ccc2-c2cccs2)cc1
  i	i
> Cc1onc(-c2ccccc2)c1C(=O)NC(C)CCc1ccccc1 (stereo unspecified)
  i	i
> CC1(C)OC(=O)C(=CNn2cnc3ccccc3c2=O)C(=O)O1
  i	i
> Cc1cc([N+](=O)[O-])nn1CCCC(=O)Nc1ccc(Cl)cc1Cl
  i	i
> COc1ccccc1CN1CC(C(=O)N2CCC(C(=O)c3ccccc3)CC2)CCC1=O (stereo unspecified)
  i	i
> CCOc1ccc(N(CC)S(=O)(=O)c2cccc3nsnc23)cc1
  i	i
> CCCc1nc(SCC(=O)Nc2cc(C)on2)c2c(=O)n(C)c(=O)n(C)c2n1
  i	i
> Cc1ccc(N=C2NC(=O)c3cccc([N+](=O)[O-])c32)cc1
  i	i
> Cc1cc(=O)oc2c(C)c(OCC(=O)c3ccccc3)ccc12
  i	i
> COc1cc(C2c3c(n[nH]c3C)C(=O)N2c2ccc(C)cc2)ccc1O (stereo unspecified)
  i	i
> Cc1cc(C)n(C(C)Sc2ccccc2)n1 (stereo unspecified)
  i	i
> CC(C)c1ccc(NC(=O)C2CC(=O)N(C(C)C)C2)cc1 (stereo unspecified)
  i	i
> Cc1ccc(C(=O)Nc2ccc(N3CCOCC3)nc2)cc1
  i	i
> Cc1ccc(NC(=O)CN(C)C(=O)CNC(=O)c2sc3ccccc3c2Cl)cc1
  i	i
> CCOC(=O)CC1C(=O)NCCN1C(=O)COc1ccc(C(C)(C)C)cc1 (stereo unspecified)
  i	i
> O=C1NC(=O)C2(COC(c3ccccc3Cl)OC2)S1 (stereo unspecified)
  i	i
> CCC(=O)OC1c2ccccc2C(=O)N1Cc1ccccc1 (stereo unspecified)
  i	i
> O=C(c1ccc(OCCN2CCCCC2)cc1)c1c(-c2ccc(O)cc2)sc2cc(O)ccc12
  i	-5.98*
> CN(C)CCCNC(=S)NCC(c1ccc(Cl)cc1Cl)c1c[nH]c2ccccc12 (stereo unspecified)
  -5.76*	i
> COCCCNCCC(CCC(C)C)c1ccc2c(c1)OCO2 (stereo unspecified)
  i	i
> Cc1ccc(-n2ncc3c(N4CCN(c5ccccc5)CC4)ncnc32)c(C)c1
  i	i
> CC(C)(C)c1ccc(-c2nc(C#N)c(N3CCC(C(N)=O)CC3)o2)cc1
  i	i
> COC(=O)c1c(-c2ccc(OC)cc2)oc2ccccc12
  i	i
> COc1ccc(S(=O)(=O)N2CCc3ccccc32)cc1C(=O)OCc1nnc(-c2ccccc2)o1
  i	i
> COc1ccccc1C(=O)C1CCCN(C(=O)CN2CCCCC2=O)C1 (stereo unspecified)
  i	i
> Cc1ccc(C(=O)N/N=C2\CCCc3ccccc32)c(C)c1
  i	i
> COc1ccc(C(=O)N[C@H](C(=O)Nc2ccc(S(=O)(=O)N3CCOCC3)cc2)C(C)C)cc1
  i	i
> CSC1=NCCN1C(=O)COc1ccccc1
  i	i
> CCc1ccc(-c2cc3c(=O)n(CC(=O)NCCN4CCCCC4C)nc(C)n3n2)cc1 (stereo unspecified)
  i	i
> O=C(Nc1ccc(F)cc1F)c1ccccc1-c1ccccc1
  i	i
> COc1ccc(OC)c(C(=O)CSc2nccc(-c3ccc(Br)cc3)n2)c1
  i	-6.4*
> COc1ccccc1-c1nnc(SCc2ccccn2)n1C
  i	i
> COc1ccc(C(=O)NCc2ccccn2)cc1[N+](=O)[O-]
  i	i
> CCN(CC(=O)Nc1ccccc1C(F)(F)F)C(=O)CCSc1ccc(F)cc1
  i	i
> COc1ccc(CCN(Cc2cc3cccc(C)c3[nH]c2=O)C(=O)N2CCCC2)cc1OC
  i	i
> COc1cccc(C2c3[nH]c4ccccc4c3C[C@H]3C(=O)N(c4ccccc4C(=O)N4CCC[C@H]4C(=O)O)C(=O)N23)c1 (stereo partly specified)
  i	i
> CCS(=O)(=O)N1CCN=C1SCc1ccc(F)cc1
  i	i
> OC(CNCc1ccc(Cl)cc1)COc1ccccc1 (stereo unspecified)
  i	i
> O=c1cc(-c2ccc([N+](=O)[O-])cc2)nc2cc(-c3ccc(F)cc3)[nH]n12
  i	i

Next part, starting with the last 7 of the part before.
Sequence of screens – CHT block	KCNQ2 inh
> COc1ccc(C(=O)NCc2ccccn2)cc1[N+](=O)[O-]
  i	i
> CCN(CC(=O)Nc1ccccc1C(F)(F)F)C(=O)CCSc1ccc(F)cc1
  i	i
> COc1ccc(CCN(Cc2cc3cccc(C)c3[nH]c2=O)C(=O)N2CCCC2)cc1OC
  i	i
> COc1cccc(C2c3[nH]c4ccccc4c3C[C@H]3C(=O)N(c4ccccc4C(=O)N4CCC[C@H]4C(=O)O)C(=O)N23)c1 (stereo partly specified)
  i	i
> CCS(=O)(=O)N1CCN=C1SCc1ccc(F)cc1
  i	i
> OC(CNCc1ccc(Cl)cc1)COc1ccccc1 (stereo unspecified)
  i	i
> O=c1cc(-c2ccc([N+](=O)[O-])cc2)nc2cc(-c3ccc(F)cc3)[nH]n12
  i	i
> Cc1ccc(-c2nnc(SCC(=O)N/N=C/c3ccccc3C(=O)O)n2-c2ccc(Cl)cc2)cc1
  i	i
> CC(=O)c1cccc(NS(=O)(=O)c2ccc(N/C=C/C(=O)c3ccc(F)cc3)cc2)c1
  i	i
> Cc1csc(C(C)N(C)C(=O)c2ccc(OC3CCN(Cc4ccccn4)CC3)cc2)n1 (stereo unspecified)
  i	i
> N#Cc1nc(-c2ccco2)oc1NCc1cccnc1
  i	i
> CCCCCCSc1cccc(-c2nc3cc(C)ccn3c2NC2CCCCC2)c1
  i	i
> COC(=O)C(C)N(C(=O)c1cccc(Cl)c1)c1c(C)cccc1C (stereo unspecified)
  i	i
> O=[N+]([O-])c1ccc2c(c1)[nH]c(=S)n2-c1ccccc1
  i	i
> Cc1ccc(CNc2cc(C(=O)O)ccc2C)s1
  i	i
> Cn1nc(C(F)(F)F)c(/C=N/OC(=O)c2ccccc2)c1Cl
  i	i
> CN(C)/C=C/C(=O)c1ccccc1
  i	i
> O=C(NCCO)c1cccc2c1C(=O)c1ccccc1-2
  i	i
> CC(C)c1cc(CNC(=O)CC2C(=O)NCCN2CC2CCCCC2)on1 (stereo unspecified)
  i	i
> C=CCn1c(SCc2nc3ccccc3c(=O)[nH]2)nnc1-c1cc2cc(Cl)ccc2o1
  i	i
> CCN(CC(=O)Nc1c(F)cccc1F)C(=O)c1ccc2ncsc2c1
  i	i
> COc1cccc(OCc2cc(C(=O)N3CCN(C4CCCC4)CC3)no2)c1
  i	i
> OCC[C@@H]1C[C@@H](O)[C@H](O)[C@]2(CCc3ccccc3CO2)O1
  i	i
> Cc1ccc(S(=O)(=O)N2CCN(c3cc4c(cc3[N+](=O)[O-])n(C)c(=O)n4C)CC2)cc1
  i	i
> O=C(NCCNC(=O)C(c1ccccc1)c1ccccc1)c1ccco1
  i	i
> CCn1c(O)c(N=NC(=O)CNC(=O)c2ccco2)c2ccccc21
  i	i
> CC(=O)Nc1ccc(NC(=O)c2cccc(Oc3ccccc3)c2)cc1
  i	i
> Cc1ccc2ccc(S(=O)(=O)NCc3ccco3)cc2c1
  i	i
> COc1cccc(C2/C(=C(/O)c3ccc4c(c3)OCO4)C(=O)C(=O)N2CCN2CCOCC2)c1 (stereo unspecified)
  i	i
> O=c1cc(N2CCOCC2)c2ccccc2o1
  i	i
> O=S(=O)(Nc1nnc(-c2ccccc2)s1)c1ccc(Cl)cc1
  i	i
> CCOC(=O)C1C(c2ccc(C)o2)NC(=O)NC1(O)C(F)(F)F (stereo unspecified)
  i	i
> O=C(NCc1ccc(F)cc1)C1CC(=O)N(Cc2ccco2)C1 (stereo unspecified)
  i	i
> Cc1ccc(C(=O)c2c[nH]c(C(=O)NCc3cccnc3)c2)cc1
  i	i
> NC1=NC(=O)C(Cc2ccc(OC(F)(F)F)cc2)S1 (stereo unspecified)
  i	i
> CC(Sc1nc(-c2ccccc2)cc(C(F)(F)F)n1)C(=O)N1CCC(C(N)=O)CC1 (stereo unspecified)
  i	i
> Cn1c(CCN2CCOCC2)nc2cc(NS(=O)(=O)c3ccccc3)ccc21
  i	i
> COC(=O)C1(C)NC(c2ccccc2C)C2C(=O)N(c3ccc(F)cc3)C(=O)C21 (stereo unspecified)
  i	i

Source: PubChem BioAssay (Johns Hopkins Ion Channel Center)
